FN deposition inh = fibronectin deposition inhibition; hit rate 0.086% among 350,000; AH1F fibroblasts, Alexa488-fibronectin deposition fluorescence, overnight; inhibition, % at 12.6 µM;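 active = mean inhibition across replicates of 30% or more, regardless of how many single replicates reach that level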;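 also: positive control wells lacked labelled fibronectin entirely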
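Material: AH1F fibroblast monolayer depositing Alexa488-labelled fibronectin into matrix / Amount: 10000 AH1F cells per well / Signal: fluorescence 485/525 nm / Medium: DMEM, 2% serum / Compound: single dose, pinned / Incubation: 1 h cell adhesion before compound, then overnight fibronectin incubation / Reagent: Alexa488-FN, 24 nM final / Read-out: inhibition of fibronectin deposition signal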
Cneo AK release = causes C. neoformans cell lysis; lysis activity, % at 15 µM; AID 651654; adenylate kinase release luminescence, 4 h; normalised: neutral wells 0, clomiphene wells 100; hit rate 0.2% among 360,000;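 active = mean lysis activity across replicates of at least 80%, whatever share of replicates individually reach that level; inactive = mean lysis activity below 80%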
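Signal: Adenylate kinase release luminescence | Assay system: Log-phase Cryptococcus neoformans yeast cells | Input: Cells at 5 × 10^6 per mL | Buffer or medium: Fresh YPD growth medium | Compound: Single dose | Schedule: Static 4 h at 37 °C with compound, 1 h detection | Controls: Clomiphene | Read-out: Luminescence rise reflecting yeast cell lysis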
PAX8 inh HTS = lowers PAX8-driven luciferase in RMG-I cells; RMG-I TPO-luciferase reporter, SteadyGlo, 24 h; inhibition, % at 12.6 µM; hit rate 1.2% among 360,000; AID 652154;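 active = mean replicate inhibition at least 60% with every replicate also reaching 60%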;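 also: luciferase light reporting Pax8 driven TPO promoter activity; plate controls were median of neutral control wells for no effect and mitoxantrone controls for full effect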
CASP6 VEID inh = blocks human caspase-6 cleavage activity; AID 686996; purified caspase-6, Z-VEID-R110 cleavage fluorescence; inhibition, % at 12.5 µM; P55212; hit rate 0.53% among 350,000;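 active = mean inhibition across replicates at least about 35%, with every replicate also reaching that limit, limit read from the data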;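 also: 0% = median of neutral control wells and 100% = no fluorescence left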
Target sequence (P55212 24-179 limits assumed): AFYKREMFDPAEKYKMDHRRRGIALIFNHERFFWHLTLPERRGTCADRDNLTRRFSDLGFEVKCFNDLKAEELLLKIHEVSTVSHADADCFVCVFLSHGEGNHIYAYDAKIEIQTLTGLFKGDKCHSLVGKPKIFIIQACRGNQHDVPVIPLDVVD
Target sequence (P55212 194-293 limits assumed): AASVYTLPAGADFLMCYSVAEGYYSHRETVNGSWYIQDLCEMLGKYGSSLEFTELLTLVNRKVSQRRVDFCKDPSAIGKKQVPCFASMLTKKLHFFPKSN
EWS-Fli inh = EWS/Fli transcriptional activity inhibition | inhibition, % at 12.6 µM | A673 NR0B1-luciferase reporter, viability-normalised | hit rate 0.67% among 350,000;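 active = mean inhibition of at least 50% after viability correction, with every replicate also passing that limit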;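 also: firefly luciferase signal divided by Alamar Blue viability fluorescence both relative to DMSO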
PGC1a acetyl inh = lowers PGC1a acetylation signal in U2OS cells. AlphaScreen anti-acetyl-lysine; with virally co-expressed GCN5 acetyltransferase. inhibition, % at 15.6 µM. hit rate 0.17% among 350,000. AID 651687;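 active = every replicate shows inhibition of at least 40%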;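 also: 0% = neutral control wells and 100% = positive control wells; some results beyond the cut were filed as inactive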
miR-122 sensor = blocks miR-122 activity in Huh7 sensor cells | Huh7 miR-122 Renilla luciferase sensor, 48 h; neutral wells = 0, positive control = 100 | activation (reporter increase), % at 12.5 µM | hit rate 0.3% among 340,000;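 active = mean replicate activation score at least 90 and every replicate individually at or above 90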;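 also: higher luciferase means less miR-122 activity so hits act as miR-122 inhibitors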
LGR2 antag = inhibitors of bursicon-induced Drosophila LGR2 receptor cAMP signaling; inhibition, % at 9.99 µM; HEK293 LGR2, CRE-luciferase, bursicon-stimulated, 4 h; AID 720647; hit rate 0.35% among 380,000;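 active = drop in luminescence signal, shown as inhibition above about 50% in the replicate tests, limit read from the data, passing the limit was not always enough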;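 also: agonist challenge used bursicon conditioned medium at about half maximal strength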
Starred values were filed as active, the others as inactive; . = not tested or not shown; [ ] = remark or other dose. Not a hit list (roughly 2.5% active in at least one column).

SMILES	FN deposition inh	Cneo AK release	PAX8 inh HTS	CASP6 VEID inh	EWS-Fli inh	PGC1a acetyl inh	miR-122 sensor	LGR2 antag
Cc1nc2c(ccc3c([N+](=O)[O-])cccc32)c(C)c1C	-11	-1	-1	0	-12	.	-10	.
Cc1cc(C)nc(N(C#N)Cc2ccc(Cl)cc2)n1	.	.	32	2	-3	5	.	-6
CCS(=O)(=O)Nc1ccc2c(c1)C(=O)N(C)C[C@@H](OC)[C@@H](C)CN(CC1CCCC1)[C@H](C)CO2	-3	-3	2	.	-1	-3	-8[16.7 µM]	1
O=C(/C=C1\OCc2cc(OCc3ccccc3)ccc21)OCc1ccccc1	0	.	4	2	-21	.	.	-13
O=C(C[C@@H]1CC[C@H]2[C@@H](COC[C@H](O)CN2Cc2cccc(Cl)c2)O1)N1CCCCC1	2	3	10	7	-13	-4	-3[16.7 µM]	8
C/C(=N\NS(=O)(=O)c1ccccc1)c1ccc2c(c1)OCCO2	2	-15	-13	3	9	3	-5	.
CNC(=O)c1ncoc1-c1ccc(Cl)cc1	-1	.	1	2	-4	-1	.	5
COc1ccc(CCNC(=O)COc2cccc3c2OC(C)(C)C3)cc1OC	0	4	-16	-1	3	0	-3	10
CCCCCn1cc(CCC(=O)Nc2ccc(Oc3cccnc3)cc2)c2ccccc21	-19	.	22	6	12	.	.	13
COc1cc2c(cc1OC(C)=O)CCCCC2=O	-7	-4	9	1	7	4	.	-22
COc1ccccc1NC(=O)c1ccc(NC2=NC3CS(=O)(=O)CC3S2)cc1 (configuration not stated)	5	1	12	-1	-11	5	12	4
O=C(Nc1cccc(-c2ccccc2)c1)N1CCN(C(=O)Nc2cccc(-c3ccccc3)c2)CC1	4	2	6	39*	9	1	-18	-24
CCOc1ccc(S(=O)(=O)Nc2ccccc2SC)c2cccnc12	6	-2	19	.	.	-21	3	.
COc1ccccc1C(C(=O)NCc1ccc(F)cc1)N(C(=O)c1csnn1)C1CC1 (configuration not stated)	-3	1	12	2	4	-7	5	-1
CC(=O)NC[C@H]1[C@H](c2ccc(C3=CCCC3)cc2)[C@@H](CO)N1Cc1cccnc1	-8	1	-8	.	-4	2	25[16.7 µM]	-7
O=C(NC1CCS(=O)(=O)C1)C1CCCC1 (configuration not stated)	-4	6	11	-5	-1	.	1	-2
S=c1[nH]nc(-c2cccs2)n1/N=C/c1cn(-c2ccccc2)nc1-c1ccccc1	-6	.	-50	2	-11	-8	0	-41
C[C@@H]1CN([C@H](C)CO)C(=O)Cc2cc(NC(=O)C3CC3)ccc2O[C@@H]1CN(C)C	-5	2	2	0	.	6	2[16.7 µM]	-6
CC1(C(=O)NS(=O)(=O)c2cccc(F)c2)CCN1C(=O)Cc1cccs1 (configuration not stated)	-8	0	6	0	-5	-5	-8	7
C[C@@H]1CCCCO[C@@H](CN(C)CC2CCCCC2)[C@H](C)CN([C@@H](C)CO)C(=O)c2cc(NC(=O)Cc3ccccc3)ccc2O1	.	-2	2	-2	0	5	0[16.7 µM]	-1
C=CCCC1CN(CCCC)S(=O)(=O)c2c(F)cccc2O1 (configuration not stated)	1	-2	8	0	-5	-17	5	18
CCCCNC(=O)N(O)C1N(/N=C/c2cccs2)C(=S)SC1(C)C (configuration not stated)	-1	.	5	-1	6	.	.	-6
Cc1cc(C)cc(C(=O)Nc2cccc(NC(=O)c3ccco3)c2)c1	-6	0	5	1	.	0	-6	10
CC1=CC(=O)Nc2ncccc2O1	-6	1	-6	3	1	-11	5	14
COC(=O)C[C@H]1C=C[C@H](NC(=O)C2CCOCC2)[C@@H](CO)O1	6	.	-9	0	-3	.	.	-4
COC(=O)[C@]12C[C@H](CC(=O)NCCc3ccccc3OC)C(=O)N(CCC3=CCCCC3)C1=C[C@H](COCc1ccccc1)O[C@@H]2C	-6	.	22	0	5	.	.	12
COC(=O)C(Cc1ccccc1)NC(=O)CC(C)CC(=O)Nc1ccc(OC)cc1OC (configuration not stated)	3	2	-15	2	13	-12	12	16
Cc1cccc(-c2nnc(SCc3ccccc3)o2)c1	1	-2	-186	.	.	2	2	.
O=C(NC1CCC(O)CC1)c1cc(-c2ccco2)nc2ccccc12 (configuration not stated)	4	.	16	32	-1	4	3	-1
Cc1cc(C)c(NC(=O)CCCn2c(=O)oc3ccccc32)c(C)c1	-9	2	15	-2	7	4	3	.
O=C(Nc1ccccc1)NC1(C(=O)NCc2ccco2)CCCCC1	1	4	.	.	.	-3	27	.
N#C/C(=C\Nc1ccccc1SC(F)(F)F)c1nc(-c2ccccc2)cs1	.	.	5	-1	-5	.	.	-10
Cc1nc2ccccc2n1CC(=O)NCc1ccccc1	-3	1	.	.	.	-6	-4	-1
Cc1sc2ncnc(N3CCCCC3)c2c1C	.	-3	.	24	12	0	0	2
CCOc1cc(/C=C/C(=O)O)ccc1OCc1ccccc1	8	-2	0	7	18	-12	.	-7
Cc1ccc(CS(=O)(=O)CCC(=O)NCCC2=CCCCC2)cc1	6	.	1	2	1	-15	8	-8
COC(=O)N(C)C[C@@H]1OCc2cn(nn2)CCCC(=O)N([C@H](C)CO)C[C@@H]1C	-3	.	-8	.	1	-4	0[16.7 µM]	-5
COc1ccccc1C(=O)NCCC(=O)NC(C)c1ccc(-n2ccnc2)cc1 (configuration not stated)	-1	.	-7	1	7	.	.	7
O=C(C1CC1)N1[C@@H]2CNc3ccccc3[C@@H]2[C@@H]1CO	-3	45	-8	1	2	3	-10[16.7 µM]	-3
N#C/C(=C(/O)c1ccc(C(=O)c2ccccc2)cc1)c1nc2ccccc2[nH]1	-1	-2	15	18	9	1	-4	-5
CCCc1cc(C(=O)Cc2ccccn2)c(O)cc1O	-2	-1	26	-2	1	-5	2	9
Cn1c(-c2ccccc2)cnc1NCc1ccc(F)cc1	-2	12	-1	0	-16	20	-1	-28
CCSc1ncc(Cl)c(C(=O)Nc2ccc(S(=O)(=O)Nc3ncccn3)cc2)n1	2	0	-9	3	-2	7	-3	-15
CC(=O)N1[C@H](CO)[C@@H](c2ccc(-c3cccc(F)c3)cc2)[C@H]1CNC(=O)C1CC1	6	-1	13	.	3	1	7[16.7 µM]	8
NC(=O)c1ccc[n+](CC(=O)NCc2ccc(Cl)cc2)c1	-1	2	10	-4	1	.	.	-4
O=C1Nc2ccc([N+](=O)[O-])cc2C1(O)N1CCCCCC1 (configuration not stated)	.	0	.	-1	.	-1	.	0
CCC12CC3CC(C1)CC(C(=O)NNC(N)=O)(C3)C2	-2	-3	24	4	4	13	-4	15
O=C1N[C@@H](Cc2ccccc2)C(=O)N1CCN1CCOCC1	3	2	.	.	.	8	1	39
C[C@@H]1CN([C@@H](C)CO)C(=O)Cc2cc(NC(=O)NC3CCCCC3)ccc2O[C@@H]1CN(C)Cc1ccc(C(F)(F)F)cc1	11	-1	.	2	6	-22	6[16.7 µM]	4
CN1C=CC(=C[N+](=O)[O-])N(C)C1=O	18	.	-4	-1	-4	.	.	14
COc1cc(Cl)ccc1OC1(C)CCN(Cc2ccccc2OC(F)F)C1 (configuration not stated)	3	0	-11	-1	6	-11	-4	-8
Clc1ccc(C2=CSC3=Nc4cccc5cccc(c45)N23)cc1	-2	1	35	.	.	-4	5	.
COc1ccc(S(=O)CC(=O)Nc2ccccc2Cl)cc1 (configuration not stated)	4	.	-8	-1	-3	.	.	39
CCC1=C(OC(=O)N(CC)CC)N2C(=O)OC(=NCC3CC3)[C@]2(C)[C@H]2C1=CC[C@H]1C(=O)N(CC)C(=O)[C@H]12	-4	-1	14	6	-1	.	.	14
O=C(C1CCOCC1)N1[C@H](CO)[C@H](c2ccccc2)C12CN(Cc1cncnc1)C2	-6	.	.	-5	0	.	.	-3
Cc1ccc(C(=O)N/C(=C\c2ccc(Cl)cc2)C(=O)NCCN2CCOCC2)cc1	2	2	3	0	0	.	0	6
CCc1n[nH]c(=S)n1/N=C/c1cccc2ccccc12	-3	4	-4	1	1	-1	0	-2
CN(C)C(=O)C[C@H]1CC[C@H]2[C@@H](COC[C@H](O)CN2Cc2nccs2)O1	-11	-2	9	3	-2	4	-7[16.7 µM]	7
CCC(C)(c1ccc(C=O)s1)c1ccc(C=O)s1	-9	0	.	.	.	-3	2	.
CCOC(=O)[C@]12CCC=C1N(Cc1ccco1)C(=O)[C@H](CC(=O)NCc1ccc(OC)c(OC)c1)C2	8	.	0	0	-1	.	.	5
(further entries)
SMILES	FN deposition inh	Cneo AK release	PAX8 inh HTS	CASP6 VEID inh	EWS-Fli inh	PGC1a acetyl inh	miR-122 sensor	LGR2 antag
CC(=O)Nc1ccc(NCCc2ccco2)cc1	-2	0	3	1	-17	13	-4	-4
Cc1ccc2c3c1C(=O)C(=O)N3C(C)(C)CC2C (configuration not stated)	3	9	.	.	.	1	-5	.
C[C@@H]1CN([C@@H](C)CO)C(=O)Cc2cc(NS(C)(=O)=O)ccc2O[C@H]1CN(C)S(=O)(=O)c1cccs1	-4	-4	-9	-2	-1	4	1[16.7 µM]	-8
Cc1c(Cl)cccc1NC(=O)CSc1ncnc2c1cnn2CCO	.	0	-4	0	-9	.	.	27
CCN(CC(=O)Nc1ccc(NC(C)=O)cc1)C(=O)C1CC(=O)N(c2ccc3c(c2)OCCO3)C1 (configuration not stated)	1	1	0	-306	-3	-4	0	11

Among those listed so far, these contain fluorine:
SMILES	FN deposition inh	Cneo AK release	PAX8 inh HTS	CASP6 VEID inh	EWS-Fli inh	PGC1a acetyl inh	miR-122 sensor	LGR2 antag
COc1ccccc1C(C(=O)NCc1ccc(F)cc1)N(C(=O)c1csnn1)C1CC1 (configuration not stated)	-3	1	12	2	4	-7	5	-1
CC1(C(=O)NS(=O)(=O)c2cccc(F)c2)CCN1C(=O)Cc1cccs1 (configuration not stated)	-8	0	6	0	-5	-5	-8	7
C=CCCC1CN(CCCC)S(=O)(=O)c2c(F)cccc2O1 (configuration not stated)	1	-2	8	0	-5	-17	5	18
N#C/C(=C\Nc1ccccc1SC(F)(F)F)c1nc(-c2ccccc2)cs1	.	.	5	-1	-5	.	.	-10
Cn1c(-c2ccccc2)cnc1NCc1ccc(F)cc1	-2	12	-1	0	-16	20	-1	-28
CC(=O)N1[C@H](CO)[C@@H](c2ccc(-c3cccc(F)c3)cc2)[C@H]1CNC(=O)C1CC1	6	-1	13	.	3	1	7[16.7 µM]	8
C[C@@H]1CN([C@@H](C)CO)C(=O)Cc2cc(NC(=O)NC3CCCCC3)ccc2O[C@@H]1CN(C)Cc1ccc(C(F)(F)F)cc1	11	-1	.	2	6	-22	6[16.7 µM]	4
COc1cc(Cl)ccc1OC1(C)CCN(Cc2ccccc2OC(F)F)C1 (configuration not stated)	3	0	-11	-1	6	-11	-4	-8

High-throughput results deposited in PubChem by Broad Institute.
